DAGLB inhibitor = diacylglycerol lipase beta (human) inhibition | Q8NCG7 | HEK293T DAGLB membrane lysate, EnzChek fluorogenic substrate | inhibition, % at 5.17 µM | 0.059% of 340,000 active; in the data active = inhibition above about 34%;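 also: 0% = enzyme with vehicle and 100% = wells lacking enzyme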
Target sequence (Q8NCG7 whole entry, looked up): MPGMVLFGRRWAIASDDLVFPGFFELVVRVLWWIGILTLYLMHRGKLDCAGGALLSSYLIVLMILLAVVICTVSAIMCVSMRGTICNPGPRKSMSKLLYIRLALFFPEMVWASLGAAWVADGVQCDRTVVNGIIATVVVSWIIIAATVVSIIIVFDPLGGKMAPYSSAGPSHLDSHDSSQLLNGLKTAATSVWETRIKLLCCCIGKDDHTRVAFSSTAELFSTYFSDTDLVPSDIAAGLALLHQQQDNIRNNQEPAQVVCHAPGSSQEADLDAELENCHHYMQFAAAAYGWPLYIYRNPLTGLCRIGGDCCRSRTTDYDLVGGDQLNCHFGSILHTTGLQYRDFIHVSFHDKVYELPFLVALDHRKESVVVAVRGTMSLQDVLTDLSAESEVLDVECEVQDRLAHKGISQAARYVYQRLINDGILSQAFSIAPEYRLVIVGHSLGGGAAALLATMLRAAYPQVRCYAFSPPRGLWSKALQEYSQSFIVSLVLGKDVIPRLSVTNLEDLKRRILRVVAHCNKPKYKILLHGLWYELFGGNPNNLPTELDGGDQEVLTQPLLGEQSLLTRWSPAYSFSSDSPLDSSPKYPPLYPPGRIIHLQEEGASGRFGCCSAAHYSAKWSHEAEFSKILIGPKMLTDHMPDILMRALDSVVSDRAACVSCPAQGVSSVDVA
PKA-R2B activ = activators of human PKA-R2B complex | P22694+P31323 | PKA-R2B holoenzyme dissociation, Cy5-IP20 fluorescence polarization; R2B truncated from residue 108, S112A mutant; 0% DMSO only, 100% 113 µM cGMP | activation, % at 11.4 µM | 0.079% of 340,000 active;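 active = activation above a cutoff set at the mean over all compounds plus 3 SD, cut at about 18% in these data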;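 also: higher means more holoenzyme dissociation and a rise in polarization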
Rtt109 Vps75 = C. albicans Rtt109 histone acetyltransferase inhibition; AID 540336; purified Rtt109/Vps75, ThioGlo CoA-SH fluorescence, 4 h; Q5AAJ8; inhibition, % at 34.9 µM; 0.16% of 330,000 active;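 active = inhibition of at least 50% in every replicate; inconclusive = best replicate reaches 50% inhibition but some replicates fall short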
RTF Ca sens act = increases calcium sensitivity of human cardiac regulated thin filaments; IANBD-labeled TnC RTF fluorescence at EC20 calcium; 0% EC20 calcium, 100% full calcium; activation, % at 7.2 µM; 0.24% of 340,000 active;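 active = activation above the mean over all tested compounds plus 3 SD, cut at about 30% in these data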;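 also: rise in fluorescence read as greater calcium sensitivity of cardiac thin filaments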
LANA DNA inh = blocks KSHV LANA C-terminal domain binding to DNA | MBP-C-LANA/FAM-LBS DNA binding, fluorescence polarization | inhibition, % at 9 µM | 0.078% of 340,000 active | AID 504423;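 active = highest replicate inhibition at or above 60% at 9 µM, even if other replicates fall short; inactive = all replicates below 60% inhibition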;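 also: 0% = neutral control wells and 100% = 4 µM acridine orange control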
Keap1-Nrf2 PPI = Keap1-Nrf2 (human) interaction inhibition. Keap1 Kelch-Nrf2 peptide fluorescence polarization, 1536-well. AID 504523. Q14145. inhibition, % at 9.4 µM. 0.15% of 340,000 active; in the data active = inhibition above about 12%; inconclusive = no clear call, values can overlap the other calls; inactive = below about 7.3%;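 also: human Keap1 Kelch domain with fluorescein labeled Nrf2 9mer peptide probe; 0% = neutral control wells and 100% = peptide positive control; higher means more block of Keap1 binding to Nrf2 peptide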
CAL PDZ FP-1 = human CAL PDZ-peptide interaction inhibition; purified CAL PDZ, TMR-peptide fluorescence polarization, 1 h; 0.02% of 330,000 active; AID 504414; inhibition, % at 20 µM; Q9HD26;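 active = highest replicate inhibition of at least 40%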;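 also: plate controls were DMSO neutral control wells for no effect and unlabeled competitor peptide control wells for full effect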
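Material – purified CerCALP PDZ construct · Detection – FP readout, S and P plane fluorescence · Measure – percent inhibition from loss of millipolarization · Controls – unlabelled peptide for full inhibition, DMSO wells as neutral · Probe or stimulus – TMR-labelled reporter peptide T*-PRC34 bound in PDZ groove · Times – 1 h at RT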
SR-BI uptake up = enhances SR-BI lipid uptake from DiI-HDL; AID 504775; activation, % at 12.5 µM; CHO ldlA[mSR-BI] cells, DiI-HDL uptake fluorescence, 3 h; 100 = double the neutral-control signal; 0.096% of 320,000 active;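 active = mean replicate activation of at least 60% and every replicate at or above 60%; inconclusive = mean or all-replicate condition met, but not both; inactive = mean below 60% and not all replicates reaching 60%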;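 also: 0% = median plate neutral-control signal and 100% = twice that signal; values of inactives mirror those of a sister screen read the other way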
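Test system: SR-BI-overexpressing, LDLR-lacking CHO cells; Medium: Ham's F12 with 0.5% BSA, HEPES 25 mM, pH 7.4; Schedule: 3 h, 37 °C; Technique: bottom-read fluorescence, 550/595 nm.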
Cardiac RTF inh = cardiac RTF calcium desensitization; P19429+P45379; IANBD-labeled cardiac RTF, Ca2+ fluorescence; inhibition, % at 7.15 µM; 0.12% of 340,000 active; AID 493244;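 active = inhibition above the mean inhibition of all tested compounds plus 3 SD, cut at about 17% in these data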;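 also: assay run at fixed EC70 calcium of 1.6 mM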
CAL PDZ FP-2 = CAL PDZ (human) peptide binding inhibition; purified CAL PDZ, TMR-peptide fluorescence polarization, 1 h; 0.92% of 300,000 active; inhibition, % at 24.9 µM; AID 602252;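 active = mean inhibition of at least 30% with at least half of replicates also reaching 30%; inconclusive = no clear call, values can overlap the other calls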;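 also: 0% = DMSO neutral control and 100% = excess unlabeled competitor peptide PRC23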
Numbers without * were called inactive; ? = inconclusive; . = no result given. Compounds were not picked by outcome, and some 1.6% of all compounds hit somewhere here.

mol,DAGLB inhibitor,PKA-R2B activ,Rtt109 Vps75,RTF Ca sens act,LANA DNA inh,Keap1-Nrf2 PPI,CAL PDZ FP-1,SR-BI uptake up,Cardiac RTF inh,CAL PDZ FP-2
O=C(OCc1ccccc1C(F)(F)F)c1cc([N+](=O)[O-])ccc1N1CCOCC1,-4,0,2,-3,0.2,-2,-2.2,-54,1,-3
COc1cccc(/C=N/n2cnc3cc(C)c(C)cc32)c1OC,-12,-8,2,0,-1.0,-2,-1.3,-4,-4,1
Cc1noc(C)c1CSc1nnc(-c2cccnc2)n1C1CCCCC1C (stereo not drawn),-1,-5,0,0,1.3,-3,-0.5,13,-1,-1
CCCCn1c(-c2nn(C)cc2Cl)n[nH]c1=S,0,-1,?,0,-1.1,-1,-0.5,10,-29,-18
O=C(CCCN1C(=O)c2cccc3cccc(c23)C1=O)NCc1cccnc1,1,11,-18,1,-2.4,-5,-2.8,-4,-3,10
COCCOC1CCN(C(=O)C2CCC(=O)N(CCc3ccccc3)C2)CC1 (stereo not drawn),-1,3,-12,1,0.7,-2,0.0,35,-2,-3
O=C1CCC(C(=O)NCCCn2ccnc2)N1 (stereo not drawn),-3,-6,-10,-2,0.9,1,-2.7,17,-7,-2
CC(=O)N1c2ccc(S(=O)(=O)NCCC(=O)Nc3ccc(C)c(Cl)c3)cc2CC1C (stereo not drawn),-1,2,2,3,0.5,-2,-1.8,-3,-4,-6
CC(OC(=O)Cn1[nH]c(=O)c2ccccc2c1=O)C(=O)Nc1ccc(F)cc1Cl (stereo not drawn),3,-2,0,-2,-3.8,-2,-2.6,13,-1,0
COc1cc(C(=O)NCc2nnc(SCC(=O)Nc3cccc(C(F)(F)F)c3)o2)cc(OC)c1OC,-1,-6,-3,-2,-0.6,1,-2.5,-12,2,-9
COc1ccccc1C(=O)Nc1ccc(Br)cc1C,-6,4,7,8,10.0,2,-4.9,-49,-15,-2
CCCCN(C(=O)CSc1ncn[nH]1)c1c(N)n(Cc2ccccc2)c(=O)[nH]c1=O,-1,0,-1,2,1.2,0,0.5,4,1,-1
CC(C)(O)C#Cc1ccc(C(=O)N2CCC(CCC(=O)NC3CC3)CC2)cc1,4,2,-9,-4,-0.7,4,1.3,3,-6,-2
CCOC(=O)c1[nH]c(C)c(C(=O)NCc2ccccn2)c1C,-1,-3,6,2,1.6,-8,-0.2,8,-1,1
Cc1cc(NC(=S)NC(=O)/C=C/c2ccc(S(=O)(=O)N3CCOCC3)cc2)ccc1Br,3,-10,-4,1,0.8,-1,-2.3,-26,-3,1
Cc1cc(NC(=O)Cc2ccccc2C)no1,1,0,1,-2,0.1,-7,0.2,24,2,7
COc1ccc(NC(=O)Nc2ccccc2F)cc1Cl,-10,-13,1,-1,-0.3,-1,-1.6,-2,-1,-3
CCCCN(CCCC)Cc1ccc(C(=O)NN)o1,-1,-9,9,6,1.3,-8,-2.0,-3,-4,-3
CC1=C(C(=O)Nc2cccc(C(=O)NC3CCCC(C)C3C)c2)SCCO1 (stereo not drawn),-3,-1,-4,10,-0.1,1,-1.6,-36,-8,2
O=C(Nc1nc2c(s1)CCCC2)c1cc(-c2ccccc2)nc2ccccc12,-10,5,-5,1,-0.1,2,-1.1,-39,-5,-2
CCOC(=O)c1sc(NC(=O)CCCn2nc([N+](=O)[O-])cc2C)c(C(=O)OCC)c1C,0,-6,10,8,-1.2,2,-0.7,-58,4,-2
CN(CC(=O)Nc1ccc(F)cc1)C(=O)c1cc(-c2cccs2)nn1-c1ccccc1,0,-5,1,-1,-1.7,-4,-1.4,11,-16,-2
Cc1cc(NC(=O)CSc2nc3cc(Cl)ccc3c(=O)n2C(C)C)no1,-1,3,.,4,.,.,-0.7,-11,-5,-4
Cn1c(=O)c(C(=O)CCl)c(N)n(Cc2ccccc2)c1=O,0,1,11,-2,-0.2,0,0.1,10,-7,4
CCc1ccc(NS(=O)(=O)c2cccc3nsnc23)cc1,-4,0,-5,-2,0.1,-1,-0.7,-8,-6,-4
CC(CCc1ccccc1)NC(=O)COC(=O)CC1CC2CCC1C2 (stereo not drawn),-7,-10,4,-3,-0.6,1,-0.9,28,4,-11
O=C(COC(=O)c1ccc(F)cc1)Nc1ccccc1N1CCOCC1,-4,-2,6,8,0.0,-7,-0.3,17,-7,0
CCc1ccccc1NC(=O)CSc1nc2ccccc2nc1N1CCOCC1,-1,3,3,1,-0.5,2,0.0,-10,-3,.
c1ccc(CN2CCN(C3CCCSc4ccccc43)CC2)cc1 (stereo not drawn),-13,-5,1,1,7.7,-6,0.0,6,-4,.
CCNC(=S)N/N=C/c1c(C)nn(-c2cccc(Cl)c2)c1Cl,2,-4,-13,0,-0.9,-6,-1.9,-37,2,1
Cc1cccc(N/C(=N\S(=O)(=O)c2ccccc2)C(F)(F)F)c1,-2,-10,-6,-1,-0.2,-2,-1.7,7,-6,-1
O=C(COC(=O)c1ccc(NS(=O)(=O)c2cccs2)cc1O)Nc1nc2ccccc2s1,3,-9,7,3,-0.1,-2,-1.6,.,-17,5
CC(SCc1nc2sc3c(c2c(=O)[nH]1)CCCC3)C(=O)Nc1ccccn1 (stereo not drawn),1,3,-8,1,-1.7,-7,-0.3,17,-15,-5
CC(=O)Nc1cccc(-n2nnc(SCC(=O)Nc3ccccc3)n2)c1,0,3,2,-2,-0.6,3,-0.1,7,-6,-7
COc1ccc(NC(=O)c2cccc(N3C(=O)C4CCC(C)CC4C3=O)c2)c(OC)c1 (stereo not drawn),-2,-8,30,-3,0.3,-2,0.2,.,-2,.
Cc1oc(CC(C)C)c(CN)c1C(=O)O,-1,1,.,0,1.4,-3,-2.3,21,-4,-1
CCCC(C(=O)OCC)P(=O)(c1ccccc1)c1ccccc1 (stereo not drawn),-2,2,-7,2,1.8,1,-2.0,26,-2,0
O=C(NCC(=O)N(Cc1cccs1)C(C(=O)NC1CCCC1)c1cccnc1)c1ccco1 (stereo not drawn),-2,-12,-1,-4,1.8,-4,-2.1,11,-1,3
O=C(CNC(=O)c1cccc(OC(F)F)c1)Nc1ccc(Cl)cc1,-2,-8,.,-1,-1.0,-3,-3.3,0,-9,-1
CN(c1ccccc1)c1nc(N)c([N+](=O)[O-])c(N2CCOCC2)n1,-1,11,-13,1,0.5,-5,-0.6,-19,1,-3
C[C@H]1COC(=O)[C@@H](Cc2ccc(F)cc2)CC/C=C/C[C@@H](CC(=O)N(CCO)Cc2ccccc2)C(=O)N1,-1,-6,6,0,0.1,-4,-0.1,10,-3,-2
Cc1ccc(OCCCOc2cccc3cccnc23)cc1C,-20,-1,-12,-2,-0.5,-2,-4.2,-17,-1,-1
CCCOc1ccc(C(O)CCNC(CC(=O)O)c2ccccc2)cc1 (stereo not drawn),2,1,5,3,1.1,-7,-1.2,-2,0,-4
CN(C(=O)CSc1nnc(CNC(=O)c2ccccc2)o1)c1ccccc1,0,-6,-12,1,0.6,-2,-0.3,.,1,-3
OCCN(CC(O)Cn1ccc2ccccc21)CC(O)Cn1ccc2ccccc21 (stereo not drawn),2,-5,-11,-1,-1.7,-3,-2.5,48,2,-2
Cc1ccccc1NC(=O)C(Cl)=C(Cl)Cl,1,11,.,-3,-0.5,-3,-1.7,12,6,0
Cc1cc(NC(=O)c2cccc(S(=O)(=O)N3c4ccccc4CC3C)c2)no1 (stereo not drawn),-2,8,-3,8,-0.9,1,-1.3,-31,4,29

Structures from the list above that have an aryl thioether with sulfur outside any ring, in the order listed:
mol,DAGLB inhibitor,PKA-R2B activ,Rtt109 Vps75,RTF Ca sens act,LANA DNA inh,Keap1-Nrf2 PPI,CAL PDZ FP-1,SR-BI uptake up,Cardiac RTF inh,CAL PDZ FP-2
Cc1noc(C)c1CSc1nnc(-c2cccnc2)n1C1CCCCC1C (stereo not drawn),-1,-5,0,0,1.3,-3,-0.5,13,-1,-1
COc1cc(C(=O)NCc2nnc(SCC(=O)Nc3cccc(C(F)(F)F)c3)o2)cc(OC)c1OC,-1,-6,-3,-2,-0.6,1,-2.5,-12,2,-9
CCCCN(C(=O)CSc1ncn[nH]1)c1c(N)n(Cc2ccccc2)c(=O)[nH]c1=O,-1,0,-1,2,1.2,0,0.5,4,1,-1
Cc1cc(NC(=O)CSc2nc3cc(Cl)ccc3c(=O)n2C(C)C)no1,-1,3,.,4,.,.,-0.7,-11,-5,-4
CCc1ccccc1NC(=O)CSc1nc2ccccc2nc1N1CCOCC1,-1,3,3,1,-0.5,2,0.0,-10,-3,.
CC(=O)Nc1cccc(-n2nnc(SCC(=O)Nc3ccccc3)n2)c1,0,3,2,-2,-0.6,3,-0.1,7,-6,-7
CN(C(=O)CSc1nnc(CNC(=O)c2ccccc2)o1)c1ccccc1,0,-6,-12,1,0.6,-2,-0.3,.,1,-3

Screens (PubChem BioAssay)
